TbREL1 primary: TbREL1 RNA ligase inhibitors, primary screen, biochemical, FRET fluorescence | RNA-editing ligase 1, mitochondrial (Trypanosoma brucei brucei), P86926 | hit rate 0.49% among 89,000 | inhibition, % at 9.66 µM | TbREL1 RNA ligation;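 active = inhibition above the mean inhibition across all screened compounds plus 3 SD, cut at about 11% in these data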;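 also: 0% = plate median of test wells and 100% = NSC42067 control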
Target sequence (P86926 whole entry, looked up): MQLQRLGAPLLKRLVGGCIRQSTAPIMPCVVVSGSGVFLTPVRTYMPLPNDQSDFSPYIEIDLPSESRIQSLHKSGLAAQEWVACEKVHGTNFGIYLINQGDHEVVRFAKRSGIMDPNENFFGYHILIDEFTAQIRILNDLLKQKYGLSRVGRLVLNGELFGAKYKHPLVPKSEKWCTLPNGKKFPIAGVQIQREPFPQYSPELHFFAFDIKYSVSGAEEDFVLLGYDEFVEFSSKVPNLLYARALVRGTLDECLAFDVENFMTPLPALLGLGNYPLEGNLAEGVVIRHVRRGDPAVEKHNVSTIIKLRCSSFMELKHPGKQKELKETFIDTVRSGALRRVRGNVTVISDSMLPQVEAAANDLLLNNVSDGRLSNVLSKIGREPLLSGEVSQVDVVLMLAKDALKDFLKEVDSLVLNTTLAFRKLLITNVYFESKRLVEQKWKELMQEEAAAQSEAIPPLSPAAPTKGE
Numbers without * were called inactive; & = joins results of further samples.

molecule	TbREL1 primary
Cn1nc(C(=O)OCC(=O)Nc2ccc(SC(F)F)cc2)c2ccccc2c1=O	9
COc1cc(S(=O)(=O)NCc2ccccc2)ccc1-n1cnnn1	1
CCC(=O)N1CCC1(C)C(=O)Nc1cc(-c2ccccc2)nn1C (stereo unspecified)	-2
COc1ccccc1NC(=O)N1CCCC(C(=O)Nc2cccc(C)c2C)C1 (stereo unspecified)	2
Cc1ccc(C2c3c(n[nH]c3C)C(=O)N2c2ccccc2)cc1 (stereo unspecified)	-1
N#Cc1nc(-c2ccccc2F)oc1NC1CCCCC1	6
Oc1c(C(Nc2cccc(C(F)(F)F)c2)c2ccncc2)ccc2cccnc12 (stereo unspecified)	-6
Cc1nc2nc(SCC(=O)NCCCN3CCCCC3)nn2c(C)c1Cc1ccccc1	3
CC(=O)OCC1OC(OC(C)=O)C(NC(=O)c2cccnc2)C(OC(C)=O)C1OC(C)=O (stereo unspecified)	1
CC(=O)Nc1cccc(NC(=O)CS(=O)(=O)c2cn(CC(=O)N3CCOCC3)c3ccccc23)c1	1
CCOC(=O)[C@]12CCCC3=C1N(CCC3)C(=O)[C@@H](CC(=O)N1CCC(c3ccccc3)CC1)C2	-2
Nc1c(C(=O)CSc2n[nH]c(-c3ccccc3)n2)c(=O)[nH]c(=O)n1C1CC1	4
CCOC(=O)CSc1nnc2n1C(C)(C)Cc1ccccc1-2	4
O=C(CCn1c(=S)[nH]c2ccccc2c1=O)NCCCN1CCCC1=O	4
COc1ccc(S(=O)(=O)N2CCC(C(=O)N3CCC(C(N)=O)CC3)CC2)cc1Cl	1
COc1ccc(CC(=O)OCC(=O)Nc2cccc(C(C)=O)c2)cc1OC	0
CCCCCC(=O)N1CCN(CCN=CC2=C(O)CC(c3cccs3)CC2=O)CC1 (stereo unspecified)	-3&-1
O=C(COC(=O)c1ccc(F)cc1)Nc1ccc(Cl)cn1	3
CCN(CC)S(=O)(=O)c1ccc(NC(=O)c2c(-c3ccccc3)noc2C)cc1	0
COC(C(=O)NNC(=O)CCc1ccccc1)c1ccccc1 (stereo unspecified)	4
O=C(O)[C@H]1CCCC[C@H]1C(=O)Nc1ccc(S(=O)(=O)N2CCCCC2)cc1	0
CN(C(=O)c1cccc(NC(=O)Cc2ccc(NC(=O)C3CCCN(C(=O)C4CCCC4)C3)cc2)c1)C1CCCCC1 (stereo unspecified)	-3
Cc1ccccc1NC(=O)/C(C#N)=C/c1ccsc1	1
COc1ccc(-c2nnn(CC(=O)N(CC(=O)NC3CCCC3)c3cccc(C)c3)n2)cc1OC	-1
O=C(COc1ccccc1C(=O)NCC1CCCO1)Nc1ccc(Br)cc1 (stereo unspecified)	-1
COC(=O)c1ccc2nc(-c3ccc(F)cc3)c(Cc3ccc(C)cc3)n2c1	3
CCOC(=O)[C@H]1[C@H]2COc3ccc(Br)cc3[C@@H]2N2C(=O)CN(Cc3ccccc3)C(=O)[C@@]12C	-2
Cn1c(SCC(=O)NC(=O)CN2CCCC2=O)nnc1-c1ccc(F)cc1	2
C[C@H](CO)N1C[C@H](C)[C@@H](CN(C)C(=O)Nc2ccccc2)Oc2c(NC(=O)Nc3ccccc3)cccc2C1=O	-2
O=C(Nc1nccs1)c1cccc(S(=O)(=O)N2CCOCC2)c1	1
Cc1ccc2oc(=O)c3cc(C(=O)NCCN4CCc5ccccc5C4)sc3c2c1	2
CCC[C@@H]1CCCO[C@@](C(=O)NCCN2CCOCC2)(C(F)(F)F)C1	0
CC(C)[C@H](NC(=O)c1ccc(Cl)cc1Cl)C(=O)N1CCC[C@H]1C(=O)NCCc1ccccc1Cl	2
CC1=C(C(=O)OC2CCCCC2)C(c2cccs2)n2c(nc3ccccc32)N1 (stereo unspecified)	0
CCOc1ccc(C(=O)N(C)C2CCS(=O)(=O)C2)cc1 (stereo unspecified)	2
O=C(Nc1cccc(S(=O)(=O)N2CCCCC2)c1)c1ccco1	0
Cc1nn(CC(=O)N2CCOCC2)c(=O)c2ccccc12	3
CC1CC(=O)N(CCc2ccccc2)C(=O)C1	5
CC1CN(S(=O)(=O)c2cccc(C(=O)Nc3ccc(S(=O)(=O)NC4=NCCCCC4)cc3)c2)CC(C)O1 (stereo unspecified)	4
COC(=O)c1c(C(=O)OC)c(C)n(Cc2ccco2)c1C	0
Cc1ccc(N2Cc3ccccc3C2=O)cc1	2
CCNC(=O)C1(C)CCCN(Cc2cccc3c2OCCO3)C1 (stereo unspecified)	-1
CSc1ccc(CNCCCN(C)C)cc1	0
Fc1ccc(-n2c(Cn3nnc4ccccc43)n[nH]c2=S)cc1	-4
O=C1CC(c2ccc3c(c2)OCO3)c2cc3c(cc2N1)OCCO3 (stereo unspecified)	0
COc1ccc(/C=C/C(=O)OCC(=O)NC2CCCC(C)C2C)c(OC)c1 (stereo unspecified)	4
CCOc1ccc(NC(=O)CN(C)C(=O)c2ccc(COc3ccccc3)o2)cc1OCC	-1
Nc1nc(CCOc2ccc(F)cc2)cs1	-2
CSc1nnc(C(C)(C)C)c(=O)n1/N=C/c1c(O)ccc2ccccc12	-1
Cc1ccc(/C=N/NC(=O)c2nnn(-c3nonc3N)c2CSc2ccc(Cl)cc2)cc1	7
C=CCn1c(COc2ccccc2)nnc1SCC(=O)c1ccc(-c2ccccc2)cc1	-1
COC(=O)CCCn1cc(CN2CC(N3CCN(Cc4ccccc4F)CC3)CS2(=O)=O)nn1 (stereo unspecified)	1
CC1(C)CC(=O)C=C(c2ccc(-c3cnn(Cc4ccccc4)c3)cc2)C1=O	-1
CCCc1nc(SCC(=O)Nc2ccc(N3CCOCC3)cc2)c2ccccc2n1	-6
CCOC(=O)CCNC(C)C1COc2ccccc2O1 (stereo unspecified)	1
CCCCCCCCN1C(=O)[C@@H](CC(=O)NCC2CCCCC2)C[C@@]2(C(=O)OC)C1=C[C@H](COCc1ccccc1)O[C@@H]2C	9
Cc1sc2ncn(CC(=O)NCCCOC(C)C)c(=O)c2c1S(=O)(=O)N1CCN(c2ncccn2)CC1	-4
CN(C(=O)c1cccc(NC(=O)Cc2ccc(NC(=O)C3CCN(C(=O)C4CC4)CC3)cc2)c1)C1CCCCC1	0
CCCSC1=C(C#N)C(c2ccc(OC)cc2)C2=C(CC(C)(C)CC2=O)N1 (stereo unspecified)	10
O=C(COC(=O)c1cccc(S(=O)(=O)N2CCCCC2)c1)NCc1cccc(Cl)c1	0

Going on with the list:
molecule	TbREL1 primary
COc1ccc(C2CC(c3ccccc3)=NN2C(=O)COC(=O)/C=C/c2ccc(O)c(OC)c2)cc1 (stereo unspecified)	-5
CCn1ccnc1CN(C)C(=O)C1CCC(=O)N(Cc2cccc(C(F)(F)F)c2)C1 (stereo unspecified)	-1
COCCCNc1nc2c(c(=O)[nH]c(=O)n2C)n1CC(O)COc1ccccc1C (stereo unspecified)	-5
CCOc1cc(-c2cn(S(=O)(=O)c3cccc4nsnc34)nc2N)cc(OCC)c1OCC	-2
CCOc1ccc(C(=O)NNC(=O)CCNC(=O)c2ccco2)cc1OC	1
Cc1sc2nc(C)n(/N=C/c3ccc(O)cc3)c(=O)c2c1C	1
CC(C)CNS(=O)(=O)c1ccc(CCC(=O)NCC2CCCO2)cc1 (stereo unspecified)	0
Cc1nn(-c2ccccc2)c2sc(C(=O)N3CCN(C(c4ccccc4)c4ccc(Cl)cc4)CC3)cc12 (stereo unspecified)	-1
COc1ccccc1NC(=O)C(=O)N(c1cccnc1)C(C(=O)NC(C)(C)C)c1ccccc1 (stereo unspecified)	-1
O=C(c1cccc(S(=O)(=O)N2CCCCC2)c1)N1CCN(S(=O)(=O)c2ccc(F)cc2)CC1	-1
CCc1ccc([C@H]2[C@@H]3C(=O)C[C@@H]4C(=O)N(C5CCCCC5)C(=O)[C@@H]4[C@@H]3CN2S(=O)(=O)c2ccc(C)cc2)cc1	2
O=C(c1ccccc1F)N1CCN(CC2CC3C=CC2C3)CC1 (stereo unspecified)	1
COc1ccc(CCNC(=O)c2ccco2)cc1	1
CCN(CC)C(=O)C1CCCN(Cc2ccc(OC)c(C)c2)C1 (stereo unspecified)	1
O=C1Nc2cnc(Cl)nc2Nc2ccccc21	2
CCN(C)C(=O)Oc1cccc([C@H](C)N(C)C)c1	7
CC(=O)N1c2ccc(S(=O)(=O)NCC3CCC(C(=O)Nc4ccc(C)cn4)CC3)cc2CC1C (stereo unspecified)	3
O=C(CSc1n[nH]c(=O)n1Cc1ccccc1)Nc1ccc(N2CCOCC2)cc1	2
CN(C)CCOc1ccc(-c2c(-c3ccsc3)sc3ccccc23)cc1	3
N#Cc1cccc(NC(=O)CC2CCCC2)c1	-1
Cc1cccc(C)c1-n1nnnc1C(c1ccccc1OC(F)(F)F)N1CCN(C/C=C/c2ccccc2)CC1 (stereo unspecified)	-1
CCCCNS(=O)(=O)c1ccc(S(=O)(=O)N2CCC3(CC2)OCCO3)cc1	1
COc1ccccc1N1CCN(C(=O)c2ccccc2SCC(=O)N2CCCC2)CC1	0
O=C(COC(=O)/C=C/c1ccc2c(c1)OCO2)NC1CCS(=O)(=O)C1 (stereo unspecified)	-2
CCOC(=O)N1CCN(C(=O)CCCCCn2c(=S)[nH]c3cc4c(cc3c2=O)OCO4)CC1	-3
Cc1cc(C(=O)N2CCC2(C)C(=O)NS(=O)(=O)c2cccc(Cl)c2)nn1C (stereo unspecified)	1
Cn1c(N)c(C(=O)COC(=O)c2ccccc2C(F)(F)F)c(=O)n(C)c1=O	-3
COc1ccc(OC)c(NC(=O)NCc2ccc(F)cc2)c1	7
CCn1ccnc1CNC(=O)c1ccc2oc(C(C)C)nc2c1	-1
CCOc1ncccc1C(=O)Nc1cccc(S(=O)(=O)N2CCOCC2)c1	1

Next part, starting with the last 4 of the part before.
molecule	TbREL1 primary
Cn1c(N)c(C(=O)COC(=O)c2ccccc2C(F)(F)F)c(=O)n(C)c1=O	-3
COc1ccc(OC)c(NC(=O)NCc2ccc(F)cc2)c1	7
CCn1ccnc1CNC(=O)c1ccc2oc(C(C)C)nc2c1	-1
CCOc1ncccc1C(=O)Nc1cccc(S(=O)(=O)N2CCOCC2)c1	1
Cc1cccnc1NC(=O)NC(=O)c1ccc(C(C)(C)C)s1	-2
CN(CC(=O)Nc1ccc(F)cc1)C(=O)COC(=O)CN1C(=O)NC2(CCCC2)C1=O	-1
CC1CCCC(N2C(=O)NC(NC(=O)c3ccco3)(C(F)(F)F)C2=O)C1C (stereo unspecified)	0
CCOCCOC(=O)C1=C(C)N(C)C(=O)NC1c1ccccc1Cl (stereo unspecified)	8
O=S(=O)(c1cnc[nH]1)N1CCc2ccccc21	-1
O=C(Cn1nnc(-c2ccncc2)n1)Nc1ccc(Cl)cc1	0
CCOc1ccc(Nc2ccc(S(=O)(=O)N3CCOCC3)cc2[N+](=O)[O-])cc1	-2
CC(=O)C1=C(O)C(=O)N(c2nnn(C)n2)C1c1cccs1 (stereo unspecified)	0
Cc1c(NS(=O)(=O)c2ccc(Cl)c(C(=O)OC(C)C(=O)NCc3ccco3)c2)c(=O)n(-c2ccccc2)n1C (stereo unspecified)	-5
C=CCN1c2ccc(Br)cc2C(=O)CS1(=O)=O	1
CC(C)C(=O)NC(=S)Nc1ccccc1C(F)(F)F	-3
CC(=O)OC[C@]1(OC(C)=O)C[C@@]23CC[C@H]4[C@@](C)(CCC[C@@]4(C)C(=O)O)[C@@H]2CC[C@@H]1C3	-1
Nc1[nH]c(C(=O)c2ccccc2)c(-c2ccc(Cl)cc2Cl)c1C(=O)c1cccs1	0
CSCc1c(C(=O)NCCc2ccccn2)oc2ccccc12	-1
Cc1csc(NC(=O)C2C3C=CC(C3)C2C(=O)O)n1 (stereo unspecified)	-2
Cc1cc(C(=O)NC(C)c2ccc3c(c2)OCO3)cs1 (stereo unspecified)	0
O=C(O)c1ccccc1NN=C1CCCCC1	-2
CCOc1cc(S(=O)(=O)NCc2ccncc2)c(C)cc1C	-2
CN(CC(=O)N1CCCCCC1)S(=O)(=O)c1ccccc1	2
Cc1ccc(C(=O)c2cc(C)sc2NC(=O)CN2CCN(C(=O)c3ccco3)CC2)cc1	4
COCCOc1nc2c(c(=O)n(C)c(=O)n2C)n1Cc1cccc(OC)c1	2
Cc1cc(C(=O)COC(=O)COc2ccccc2C#N)c(C)n1CC1CCCO1 (stereo unspecified)	-5
CCN(CC)c1ccc(C2=NNC(=O)CC2C)cc1[N+](=O)[O-] (stereo unspecified)	0
CCCc1cc(CNC(=O)C2CCC(=O)N(Cc3ccccc3OC)C2)on1 (stereo unspecified)	2
CN1CCN(S(=O)(=O)c2ccc3ccccc3c2)CC1	2
CC(=O)n1cc(-c2ccncc2)c2ccccc21	5
CC1(C)Cc2c(sc(NC(=O)c3ccc(S(=O)(=O)N4CCCC4)cc3)c2C#N)C(C)(C)N1	-5
Cc1ccc(NC(=S)NCCN(C2CCCCC2)C2CCCC2)cc1	-2
CCOc1ccccc1NC(=O)C1=C(C)NC(=S)NC1c1cccs1 (stereo unspecified)	-1

Structural class: the entries above containing a CF3 group (7)
molecule	TbREL1 primary
Oc1c(C(Nc2cccc(C(F)(F)F)c2)c2ccncc2)ccc2cccnc12 (stereo unspecified)	-6
CCC[C@@H]1CCCO[C@@](C(=O)NCCN2CCOCC2)(C(F)(F)F)C1	0
CCn1ccnc1CN(C)C(=O)C1CCC(=O)N(Cc2cccc(C(F)(F)F)c2)C1 (stereo unspecified)	-1
Cc1cccc(C)c1-n1nnnc1C(c1ccccc1OC(F)(F)F)N1CCN(C/C=C/c2ccccc2)CC1 (stereo unspecified)	-1
Cn1c(N)c(C(=O)COC(=O)c2ccccc2C(F)(F)F)c(=O)n(C)c1=O	-3
CC1CCCC(N2C(=O)NC(NC(=O)c3ccco3)(C(F)(F)F)C2=O)C1C (stereo unspecified)	0
CC(C)C(=O)NC(=S)Nc1ccccc1C(F)(F)F	-3

The list is partial; the hit share may differ from the screen's.
